Bioassay records: PubChem BioAssay, several laboratories
phage Ecoli inh: E. coli growth loss with phage present | 0.26% of 360,000 active | inhibition, % at 11.9 µM | AID 651602 | growth absorbance; in the data active means inhibition above about 11%
OPRM1-OPRD1 ag: OPRM1-OPRD1 heterodimerization agonism. P35372+P41143. cells, luminescence. activation, % at 9.3 µM. 0.3% of 340,000 active. AID 504326; in the data active means activation above about 18%;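 further: 0% = vehicle-treated cells and 100% = reference agonist; values of inactives mirror those of a sister screen read the other way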
Target sequence (P35372 whole entry, looked up): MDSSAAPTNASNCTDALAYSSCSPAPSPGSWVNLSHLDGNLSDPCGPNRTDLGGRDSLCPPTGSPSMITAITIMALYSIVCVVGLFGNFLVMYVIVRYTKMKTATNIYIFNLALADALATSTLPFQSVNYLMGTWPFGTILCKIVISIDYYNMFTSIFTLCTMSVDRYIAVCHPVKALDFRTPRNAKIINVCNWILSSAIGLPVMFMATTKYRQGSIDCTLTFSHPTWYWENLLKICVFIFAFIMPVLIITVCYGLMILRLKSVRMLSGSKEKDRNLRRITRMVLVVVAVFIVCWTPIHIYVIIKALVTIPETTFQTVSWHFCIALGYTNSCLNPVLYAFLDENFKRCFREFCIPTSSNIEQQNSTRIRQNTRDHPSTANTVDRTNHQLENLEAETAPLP
Target sequence (P41143 whole entry, looked up): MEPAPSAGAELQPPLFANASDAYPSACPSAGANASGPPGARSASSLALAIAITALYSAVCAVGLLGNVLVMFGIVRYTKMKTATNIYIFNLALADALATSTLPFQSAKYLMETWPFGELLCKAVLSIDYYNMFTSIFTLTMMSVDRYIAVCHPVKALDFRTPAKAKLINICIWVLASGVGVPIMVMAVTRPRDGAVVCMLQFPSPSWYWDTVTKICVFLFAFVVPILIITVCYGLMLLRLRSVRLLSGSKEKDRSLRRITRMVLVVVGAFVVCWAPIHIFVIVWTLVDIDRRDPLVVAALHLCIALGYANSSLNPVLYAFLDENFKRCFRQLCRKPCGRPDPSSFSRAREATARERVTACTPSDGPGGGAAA
Mot1-301 SUMO: SUMOylation pathway inhibition by Mot1-301 growth rescue | 1% of 320,000 active | S. cerevisiae Mot1-301 growth rescue, ATP luminescence, 38.5C; percent above DMSO median, 100 means doubled | growth rescue, % at 18.8 µM;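 active means every valid replicate shows activation above 250% relative to neutral control wells; inactive means the rest, any valid replicate at or below 250%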;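 further: OY570 slx delta 5 strain wells were the positive control but not used for scaling; some compounds called inactive have numbers as strong as hits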
PKA-R1A act: PKA-R1A complex activation | PKA-R1A dissociation, Cy5-IP20 fluorescence polarization; scaled: DMSO 0%, 113 µM cGMP 100% | P00514+P68181 | 0.083% of 340,000 active | activation, % at 11.4 µM;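 active means percent activation above the mean of all tested compounds plus 3 SD, cut at about 19% in these data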;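 further: higher means more PKAc released from R1A so a rise in polarization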
HTR5A inv ag: inverse agonist of human HTR5A in OPRM1-OPRD1 counter-screen. HTR5A cell line, luminescence, inverse agonism. inhibition, % at 9.3 µM. P47898. AID 504634. 0.083% of 340,000 active; in the data active means inhibition mostly above about 23%, no sharp cut-off; inactive means mostly below about 18%;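 further: 0% = cells with DMSO and 100% = no-cell wells with DMSO; some compounds called inactive have numbers as strong as hits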
OPRM1-OPRD1 inv: mu-delta opioid heterodimer inverse agonism | cell-based MOR-DOR heterodimer luminescence | inhibition, % at 9.3 µM | 0.21% of 340,000 active | AID 504357; in the data active means inhibition above about 22%, passing the limit was not always enough;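 further: 0% = cells with DMSO and 100% = wells without cells with DMSO; values of inactives mirror those of a sister screen read the other way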
E coli growth: bacterial growth inhibition, counter-screen for AddAB inhibitors; AID 449728; E. coli V3065 growth, OD600 absorbance, 18 h; 0.27% of 330,000 active; inhibition, % at 11.9 µM;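 active means inhibition above the campaign's mean inhibition across all tested compounds plus 3 SD, cut at about 9.9% in these data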;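 further: uninfected addAB+ strain grown without phage in ampicillin broth; 0% = DMSO wells and 100% = ciprofloxacin 0.95 µg/ml wells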
AddAB inh: less growth of phage-infected E. coli with AddAB | 0.29% of 330,000 active | inhibition, % at 11.9 µM | AID 435030 | E. coli expressing H. pylori AddAB, absorbance growth; in the data active means inhibition above about 12%;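 further: 0% = vehicle wells of infected cells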
PfHsp90 set2: reduces growth (ATP signal) of yeast expressing P. falciparum Hsp90. inhibition, % at 9.4 µM. S. cerevisiae expressing PfHsp90, BacTiter-Glo ATP, 48 h; yeast lacking PDR1 and PDR3 efflux regulators. 0.32% of 310,000 active;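 active means every replicate shows inhibition above about 80%, whatever the replicate mean, limit read from the data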;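 further: 0% = DMSO neutral controls and 100% = 20 µM radicicol positive controls; yeast relying on Plasmodium falciparum Hsp90 in place of its own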
HTR5A ag: counter-screen for OPRM1-OPRD1 agonists: human HTR5A agonism. P47898. HTR5A agonist assay, luminescence, cell-based. activation, % at 9.3 µM. 0.61% of 340,000 active; in the data active means activation mostly above about 9.5%, no sharp cut-off; inactive means mostly below about 7.6%;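 further: 0% = cells with vehicle only and 100% = reference agonist; strong numbers were not always called active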
Pemphigus Ab inh: human desmoglein-3 autoantibody binding inhibition; P32926; DSG3-coupled beads, scFv-anti-DSG3-GFP binding, flow cytometry; stronger effect = lower value; binding (percent of control), % at 10 µM; 0.48% of 310,000 active; AID 588358;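 active means binding more than 3 SD below its plate's average and above zero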;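 further: hits lower antibody fragment binding to DSG3; some compounds called inactive have numbers as strong as hits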
Starred values were filed as active, the others as inactive; · = not tested or not shown.

SMILES | phage Ecoli inh | OPRM1-OPRD1 ag | Mot1-301 SUMO | PKA-R1A act | HTR5A inv ag | OPRM1-OPRD1 inv | E coli growth | AddAB inh | PfHsp90 set2 | HTR5A ag | Pemphigus Ab inh
CC(C)(C)S(=O)(=O)N1Cc2cc(=O)n(Cc3ccccc3)c(CCO)c2[C@H]1CCO | 0.4 | -2.4 | · | -12 | -3 | 11 | · | · | 0 | 1 | 112
Cc1cc(NC(=O)CCC(=O)N(c2ccccc2)C(C(=O)NC2CCCC2)c2ccccc2F)no1 (stereo unspecified) | 0.4 | 1.9 | -4 | 1 | 6 | -12 | 0.6 | 1.8 | 19 | 2 | 89
O=C(NCCO)/C(=C\c1ccc([N+](=O)[O-])o1)NC(=O)c1ccccc1 | 3.6 | 3.8 | 7 | -7 | -13 | -20 | 0.9 | 1.9 | 7 | 4 | 108
COc1ccc(N2CCCCn3c2nc2c3c(=O)n(C)c(=O)n2C)cc1 | 2.6 | -2.9 | 2 | -17 | -7 | 18 | -0.6 | 2.1 | 12 | -3 | ·
CCOC(=O)CSc1nc2ccc(Nc3nc(N4CCOCC4)nc(N4CCOCC4)n3)cc2s1 | 4.0 | -0.5 | 4 | -1 | -2 | 3 | -1.9 | 0.8 | -9 | -6 | 93
CCCCCCCCNS(=O)(=O)CCNCCc1ccccc1 | 5.2 | 4.6 | · | -7 | -14 | -21 | · | · | 7 | 4 | 89
CCCCC(=O)NCCNc1nc2c(c(=O)n(C)c(=O)n2C)n1Cc1ccccc1 | 1.6 | 1.4 | 4 | 1 | 14 | -7 | -0.3 | 3.7 | 8 | -1 | 99
COc1cc(C(=O)Nc2nnc(C)s2)cc(OC)c1OC | 2.7 | -2.2 | -12 | -6 | -26 | 12 | -0.4 | 2.2 | -16 | 1 | 108
O=C(O)c1[nH]c2ccccc2c1NS(=O)(=O)c1ccc(F)cc1 | -0.1 | -1.9 | -8 | -2 | -1 | 9 | -0.1 | 0.6 | 19 | 0 | 103
CCOC(=O)c1ccc(Nc2ccc([N+](=O)[O-])cn2)cc1 | 3.1 | -2.7 | 14 | -5 | -19 | 14 | -0.6 | -0.8 | 5 | 8 | 100
CC1=C(C)CC(C(=O)NCc2ccccn2)C(C(=O)O)C1 (stereo unspecified) | 3.6 | -2.9 | 5 | -2 | 10 | 14 | 1.0 | 2.1 | 0 | -6 | 110
O=C(COc1ccccc1)N=C1SC2CS(=O)(=O)CC2N1CCc1ccccc1 (stereo unspecified) | -0.3 | -0.6 | 5 | 7 | -9 | 3 | 0.3 | 0.3 | -9 | -1 | 98
CC12CCC(C(=O)N(CCCN3CCN(Cc4ccccc4)CC3)C1=O)C2(C)C (stereo unspecified) | 0.5 | 1.1 | 16 | 1 | 19 | -5 | -2.1 | 0.5 | 7 | 3 | ·
CCN(CC1CCCO1)C(=O)c1cc(COc2cc(C)c(Cl)c(C)c2)on1 (stereo unspecified) | 0.5 | 1.9 | · | -3 | -12 | -10 | · | · | 30 | 2 | ·
COc1ccccc1N1CCN(C(CNS(=O)(=O)c2cccs2)c2cccnc2)CC1 (stereo unspecified) | 2.4 | -1.8 | 17 | -6 | -27 | 11 | 2.5 | -0.2 | 21 | 9 | 97
COc1ccc(C(=O)NCCCNC(=O)c2cc3ccccc3[nH]2)cc1OC | 2.7 | -2.2 | -4 | -4 | -5 | 10 | -2.2 | -1.7 | -17 | 2 | 102
C/C(Cc1ccccc1)=N\NC(=O)CNC(=O)c1ccc(Cl)cc1Cl | 2.9 | · | -9 | · | · | · | 1.4 | -0.4 | 1 | · | 99
O=C(Nc1cccc(F)c1)/C(=C/c1ccco1)NC(=O)c1ccco1 | 1.7 | -1.3 | 397 | 4 | 17 | 5 | 1.0 | 0.9 | 8 | -6 | 111
Nc1nncn1C(=O)c1cccs1 | 1.4 | -0.9 | -2 | -2 | -33 | 5 | 1.9 | 1.7 | 14 | 1 | ·
O=C(O)C[C@H]1c2cc(C(F)(F)F)ccc2S(=O)(=O)N1Cc1ccccc1 | 2.3 | -1.7 | 2 | -9 | 9 | 10 | 0.8 | 2.2 | 3 | -3 | 99

Ordered by the number under OPRM1-OPRD1 ag (ascending): 3 of the compounds above.
| canonical_smiles | phage Ecoli inh | OPRM1-OPRD1 ag | Mot1-301 SUMO | PKA-R1A act | OPRM1-OPRD1 inv | AddAB inh | PfHsp90 set2 | Pemphigus Ab inh |
| --- | --- | --- | --- | --- | --- | --- | --- | --- |
| CCOC(=O)c1ccc(Nc2ccc([N+](=O)[O-])cn2)cc1 | 3.1 | -2.7 | 14 | -5 | 14 | -0.8 | 5 | 100 |
| COc1cc(C(=O)Nc2nnc(C)s2)cc(OC)c1OC | 2.7 | -2.2 | -12 | -6 | 12 | 2.2 | -16 | 108 |
| Nc1nncn1C(=O)c1cccs1 | 1.4 | -0.9 | -2 | -2 | 5 | 1.7 | 14 | · |

Additional entries follow:
SMILES | phage Ecoli inh | OPRM1-OPRD1 ag | Mot1-301 SUMO | PKA-R1A act | HTR5A inv ag | OPRM1-OPRD1 inv | E coli growth | AddAB inh | PfHsp90 set2 | HTR5A ag | Pemphigus Ab inh
C=CCNc1oc(-c2ccc(-c3ccccc3)cc2)nc1C#N | · | 1.8 | · | -2 | 5 | -8 | -1.6 | 7.0 | -25 | -1 | 102
Cc1ccc(CNC(=O)CN2CCC(C(N)=O)CC2)cc1 | 2.7 | -2.5 | -8 | 0 | -12 | 15 | 0.0 | 2.3 | 29 | 4 | ·
COc1ccc(/C=N/Nc2ccc(C(F)(F)F)cc2[N+](=O)[O-])cc1O | 2.8 | 5.3 | -4 | -6 | -2 | -32 | -1.1 | 0.7 | 2 | 1 | 97
CCN1/C(=C/c2cccc[n+]2C)Sc2ccc(OC)cc21 | 0.6 | -0.9 | 15 | 2 | -22 | 5 | -0.1 | -0.3 | 3 | 6 | 90
COC(=O)C1=C(C)N(C)C(=S)NC1c1c(OC)ccc2ccccc12 (stereo unspecified) | -0.4 | 0.8 | -10 | 7 | -5 | -4 | 2.6 | -1.5 | 14 | 2 | 97
O=C(CSc1nnc(NC(=O)c2ccco2)s1)Nc1ccc(F)cc1 | 7.2 | 1.3 | · | 6 | -2 | -7 | 2.1 | 1.4 | -25 | 1 | 95
O=C(NCc1ccco1)C1CCN(C(=O)Cc2ccccc2)CC1 | 1.9 | -2.2 | 7 | 1 | -7 | 13 | 0.7 | 1.6 | 3 | -4 | 102
O=C(N/N=C/c1cccc2ccccc12)c1ccc(CN2CCOCC2)cc1 | -0.2 | -1.6 | 30 | -1 | -42 | 7 | -0.3 | -2.1 | -3 | 12* | 108
CC(C)(C)c1ccc(C(=O)NNC(=S)NC(=O)c2cccnc2)cc1 | 1.8 | -0.6 | -27 | -9 | -2 | 4 | -8.2 | -4.7 | -73 | 4 | 113
Nc1nnc(Cc2ccc(Cl)cc2Cl)s1 | 3.2 | -2.6 | -13 | -1 | -4 | 15 | -2.6 | 1.7 | · | -1 | ·
COc1cc2c(cc1OC)CN(c1ccc([N+](=O)[O-])cc1Cl)CC2 | 2.8 | -1.1 | 32 | 8 | -6 | 6 | -2.9 | 2.5 | 8 | -3 | 112
O=C(CCC1CCCC1)N1CCN(C(=O)C2CC2)CC1 | -0.5 | 1.5 | 450 | 12 | -10 | -9 | 1.1 | 1.1 | -4 | 0 | 92
CC(C)(C)NC(=S)Nc1ccc(Br)cc1 | 3.1 | 3.3 | 10 | 10 | -9 | -15 | 0.8 | 1.1 | · | 9 | 107
CCOc1ccc(-c2c(C(=O)N/N=C/c3ccncc3)nnn2-c2nonc2N)cc1 | 1.7 | -3.5 | 396* | 3 | 1 | 18 | 0.4 | 3.4 | -14 | 0 | 111
O=C1[C@H]2CCCC[C@H]2C(=O)N1CCCCN1CCN(c2nsc3ccccc23)CC1 | 4.1 | -0.1 | 13 | -6 | -14 | 1 | -0.3 | -1.3 | -6 | 2 | 109
CN(C)C(=O)c1ccc(NC(=O)COC(=O)c2cc3c(s2)CCCCC3)cc1 | 0.3 | -2.7 | 8 | -15 | -1 | 10 | -0.3 | 0.1 | -11 | 10 | 98
COC(=O)CNC(=O)C(C)NC(=O)CNC(=O)OCc1ccccc1 (stereo unspecified) | 1.6 | -1.8 | 2 | -10 | 2 | 10 | 2.8 | -0.8 | 17 | 5 | 106
O=C(c1ccccc1)N1CCN(Cc2cccc(Oc3ccccc3)c2)CC1 | 3.1 | -1.5 | 36 | -1 | -3 | 8 | -0.6 | -0.8 | 3 | 1 | 98
Cn1cnnc1SCCC(=O)Nc1ccc(Cl)cc1 | -0.2 | -3.9 | 26 | -12 | 4 | 20 | 1.4 | 0.8 | 16 | 1 | 101
COc1ccc(CCNC(=O)CCCn2ncn3c(cc4occc43)c2=O)c(OC)c1 | -0.2 | -0.4 | 7 | -8 | -15 | 2 | 2.0 | 4.7 | 3 | 1 | 76
COc1ccc(CNC(=O)C(C)N2C(=O)COc3ccc(C)cc32)c(OC)c1 (stereo unspecified) | 2.4 | -2.8 | -4 | -5 | 19 | 15 | -1.1 | -2.3 | 11 | 5 | 93
CC(C)C(NC(=O)c1ccc(Cl)cc1)C(=O)O (stereo unspecified) | 3.0 | 0.4 | 6 | -13 | 10 | -2 | -0.2 | 0.9 | 26 | -2 | 96
CC/C(=N\NC(=O)c1c(-c2ccccc2)noc1C)c1ccc(C)o1 | -1.1 | -3.8 | -5 | 5 | -9 | 19 | 1.6 | 0.7 | -49 | -2 | 86
O=C(Cn1nc(-c2ccc(Cl)cc2)c2ccccc2c1=O)NN1CCOCC1 | 1.9 | · | -12 | · | · | · | 4.5 | 0.5 | · | · | 104
COCCNC(=S)N1CCc2cc(OC)c(OC)cc2C1COc1ccc(F)cc1 (stereo unspecified) | 2.4 | -2.8 | -11 | -12 | -7 | 13 | -0.3 | -1.6 | -6 | 2 | 94
COc1ccc(OC)c(-c2nc(C(=O)NCC3CCCO3)cc3c2[nH]c2ccccc23)c1 (stereo unspecified) | 1.1 | -2.4 | 42 | 10 | -3 | 12 | 0.5 | 4.9 | 14 | 0 | 99
CCN(c1ccccc1)S(=O)(=O)c1ccc(Cl)c(C(=O)OCC(=O)c2[nH]c(C)c(C(C)=O)c2C)c1 | 2.0 | -1.0 | -6 | 0 | -2 | 5 | -0.4 | 0.8 | 5 | 0 | 95
O=C(NC1(O)C(=O)c2ccccc2C1=O)c1ccc(C(F)(F)F)cc1 | 1.5 | · | -11 | · | · | · | 3.1 | 2.5 | · | · | 98
CC12COC3(C(=O)Nc4ccc(F)cc4)CC1CCC32C (stereo unspecified) | -1.0 | 0.1 | -19 | -6 | 5 | 0 | -2.2 | -1.6 | 7 | 2 | 99
Cc1ccc(NC(=O)c2ccc(CN3CC(=O)N4CCCCC4C3=O)cc2)c(C)c1 (stereo unspecified) | 3.0 | 0.4 | -16 | 2 | -23 | -2 | -2.5 | -1.9 | -4 | 8 | 106
Cn1c(=O)c2c(nc(NN=C3CCCCC3)n2C)n(C)c1=O | 4.5 | 0.6 | -9 | -2 | 2 | -4 | 2.5 | 1.3 | 9 | -1 | 101
